PKM2 act – PKM2 (human) enzyme activation; P14618; purified PKM2, Kinase-Glo ATP luminescence, activation; response scale: 0% is enzyme alone, no compound; Potency, µM (titrated, usually from 57.5 µM), for inactives: top-dose activation, hits mostly activators; hit rate 0.34% among 260,000; AID 1631; further: potency means the concentration at half of the fitted maximal effect; on the % scale 0 is the no-effect control and ±100 the full control effect; nearly all actives have a fitted effect of over 55% in size
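Purified hPK-M2 (>95%) run at intermediate activity with 0.1 mM ADP and 0.5 mM PEP in 50 mM imidazole pH 7.2, KCl, MgCl2; 1 h room temperature. ATP formed read by Kinase-Glo luminescence; normalized to uninhibited and no-enzyme controls.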
USP2a inh – blocks human ubiquitin-specific protease USP2a; USP2 core, Ub-CHOP2 coupled fluorogenic reporter, 485/531; O75604; Potency, µM (series often up to 38.3 µM), for the others: at the highest dose activity change, negative = inhibition, hits mostly inhibitors; hit rate 0.01% among 330,000; AID 463254;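 further: potency means the concentration at half of the fitted maximal effect; plate controls were DMSO wells for no effect and full inhibition by NEM control for full effect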
Target sequence (O75604 whole entry, looked up): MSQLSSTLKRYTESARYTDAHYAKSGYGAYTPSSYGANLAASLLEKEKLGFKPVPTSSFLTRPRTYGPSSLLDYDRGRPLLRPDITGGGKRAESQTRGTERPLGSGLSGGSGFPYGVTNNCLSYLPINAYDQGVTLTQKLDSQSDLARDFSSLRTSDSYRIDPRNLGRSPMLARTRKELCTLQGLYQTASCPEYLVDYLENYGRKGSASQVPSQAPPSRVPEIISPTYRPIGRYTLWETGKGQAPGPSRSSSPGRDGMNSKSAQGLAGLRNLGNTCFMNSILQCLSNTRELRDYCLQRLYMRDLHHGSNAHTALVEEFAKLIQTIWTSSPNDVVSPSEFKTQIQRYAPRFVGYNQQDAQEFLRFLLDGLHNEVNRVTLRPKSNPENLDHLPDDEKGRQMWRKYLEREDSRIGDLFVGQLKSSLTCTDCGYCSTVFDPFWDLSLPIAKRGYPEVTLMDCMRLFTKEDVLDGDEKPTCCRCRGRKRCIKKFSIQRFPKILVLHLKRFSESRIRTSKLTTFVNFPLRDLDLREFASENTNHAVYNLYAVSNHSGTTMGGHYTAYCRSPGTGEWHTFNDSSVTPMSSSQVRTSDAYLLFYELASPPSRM
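USP2 core (10nM final) preincubated 30min RT with compound in 20mM Tris-HCl pH 8.0, 2mM CaCl2, 2mM beta-mercaptoethanol, 0.05% CHAPS; 25nM Ub-CHOP2 plus 25nM reporter substrate added, fluorescence (Ex485/Em531) read after 60min.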
Eya2 inh – blocks the phosphatase activity of human Eya2 | O00167 | recombinant Eya2, OMFP fluorescence dephosphorylation (OMFP is methylfluorescein phosphate) | Potency, µM (doses to about 76.9 µM), for inactives: top-dose activity, negative = inhibition, usual class: inhibitors | hit rate 0.006% among 330,000; further: potency means the concentration at half of the fitted maximal effect; on the % scale 0 is the no-effect control and ±100 the full control effect
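Eya2 protein (added as 0.2 uM solution) was preincubated with compound for 10 min at ambient temperature in 50 mM HEPES pH 7.5, 50 mM NaCl, 5 uM MgCl2, 0.05% BSA, 1 mM DTT. OMFP (added at 50 uM) then reacted 10 min; fluorescence read at 485/525 nm.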
MBNL1 CUG block – inhibitors of human MBNL1 binding to CUG repeat RNA. TR-FRET MBNL1-His/biotin-(CUG)12 binding, 665/545 ratio. Potency, µM (doses to about 57.5 µM), without a hit: at the top dose activity change, negative = inhibition, hits mostly inhibitors. AID 2675. Q9NR56. hit rate 0.036% among 280,000; active means well fitted inhibition curve with a large enough effect in the signal ratio, with a control signal flat, not every such curve was filed as active; inconclusive means small, poorly fitted or top-dose-only effect, or effect the other way, or a change in a side signal; inactive means no such curve, though single readings can be large or run the other way; the % refers to the signal ratio; further: potency means the concentration at half of the fitted maximal effect; on the % scale 0 is the no-effect control and ±100 the full control effect
Target sequence (Q9NR56 whole entry, looked up): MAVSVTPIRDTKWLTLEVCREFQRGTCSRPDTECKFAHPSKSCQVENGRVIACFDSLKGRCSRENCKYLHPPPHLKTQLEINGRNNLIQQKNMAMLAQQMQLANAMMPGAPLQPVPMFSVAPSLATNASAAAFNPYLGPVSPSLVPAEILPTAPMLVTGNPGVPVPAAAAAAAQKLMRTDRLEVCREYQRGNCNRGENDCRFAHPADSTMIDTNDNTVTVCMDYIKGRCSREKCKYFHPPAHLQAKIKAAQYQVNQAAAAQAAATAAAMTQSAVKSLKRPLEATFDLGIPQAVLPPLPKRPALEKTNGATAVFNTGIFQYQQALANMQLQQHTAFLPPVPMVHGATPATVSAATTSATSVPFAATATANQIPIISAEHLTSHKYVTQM
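Ratiometric TR-FRET (665 over 545 nm, excitation 340 nm) tracks disruption of MBNL1-His/biotin-(CUG)12 complex after 60 min at room temperature, with compounds at 92 nM to 58 uM final.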
TSHR antagonist – human thyrotropin receptor antagonism | TSHR-expressing cells, TSH-stimulated cAMP HTRF, 2 h; hits give low values | P16473 | hit rate 0.2% among 330,000 | activity change, negative = inhibition, % at 11.5 µM;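 active means activity change below a set negative limit, meaning inhibition stronger than a set level, cut at about -70% in these data; inconclusive means activity change between two set negative limits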; further: on the % scale 0 is the no-effect control and ±100 the full control effect
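Inhibition of cAMP made by TSHR-expressing cells under TSH stimulation (4nM final, EC80; 2 h, 37 deg C) is quantified with a one-step lysis HTRF kit, anti-cAMP cryptate versus cAMP-d2.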
hERG WT inh – blocks the wildtype human KCNH2 potassium channel. Q12809. U2OS, BacMam KCNH2, thallium flux FluxOr; hits give low values. activity change, % at 1.84 µM. hit rate 0.37% among 340,000;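 active means maximum activity change below -70%; inconclusive means maximum activity change between -70% and -50%; inactive means maximum activity change above -50%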; further: on the % scale 0 is the no-effect control and ±100 the full control effect
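U2OS cells transduced with wild-type KCNH2 virus are loaded with FluxOr dye for 45 min, and thallium flux is measured in kinetic reads before and after stimulation buffer. Rate constants are normalized to DMSO controls.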
Chronic BCR inh – chronic active BCR signaling inhibition. Potency, µM (series often up to 46.1 µM), for the others: at the top dose ratio change, negative = lower green/red ratio, hits mostly inhibitors. ABC-DLBCL IkBa-CBG/CBR reporter, luminescence ratio, 4 h. hit rate 0.05% among 340,000; active means well fitted inhibition curve with a large enough effect in the signal ratio, with a control signal flat, not every such curve was filed as active; inconclusive means small, poorly fitted or top-dose-only effect, or effect the other way, or a change in a side signal; the % refers to the signal ratio;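 further: potency means the concentration at half of the fitted maximal effect; plate controls were basal doxycycline-induced cells for no effect and cells given 10 µM MG132 for full effect; MG132 reads +100%, hits lower the ratio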
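Concentration-response series (up to 46 uM) were applied to TMD8 dual-reporter cells for 4 h at 37C with doxycycline. Green/red ratio, after filter-overlap correction, defined %Activity; red signal alone was normalised to basal cells and zero luminescence.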
GALK inhibitor – galactokinase (human) inhibition | AID 1868 | Potency, µM (highest dose often 57.5 µM), inactives show at the highest dose activity change, negative = inhibition, most hits filed as inhibitors | Purified GALK, Kinase-Glo residual ATP luminescence | hit rate 0.007% among 270,000 | P51570; further: potency means the concentration at half of the fitted maximal effect; on the % scale 0 is the no-effect control and ±100 the full control effect
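Compounds were pin-transferred into ATP buffer (35 uM final), then GALK plus galactose (5 nM, 100 uM final) was added. After 1 h at room temperature, Kinase-Glo Plus was added and luminescence read after 10 min.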
Mito fusion act – mitochondrial division inhibition or fusion activation | S. cerevisiae fusion-defective mutant growth rescue, CellTiterGlo 48 h | hit rate 0.23% among 320,000 | Potency, µM (titrated, usually from 46.1 µM), for inactives: at the top dose growth rescue (activation), hits mostly activators;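 further: potency means the concentration at half of the fitted maximal effect; % of control where 0% means no effect; nearly all actives have a fitted effect of over 45% in size; temperature-sensitive fusion mutants such as fzo1-1 at 37 °C on non-fermentable ethanol glycerol medium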
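Yeast fusion mutant, YPEG (non-fermentable carbon), compound, 48 h at 37C non-permissive; CellTiterGlo added, 10 min RT, luminescence read. Rescued growth = division inhibition.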
ASM inhibitor – blocks human secretory acid sphingomyelinase; hit rate 0.006% among 340,000; P17405; Potency, µM (series often up to 57.5 µM), for the others: at the top dose activity change, negative = inhibition, most hits filed as inhibitors; placental ASM, HMU-PC fluorogenic substrate, 60 min; further: potency means the concentration at half of the fitted maximal effect
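Fluorescence read-out (Ex 386 nm, Em 447 nm) after stopping the reaction at pH 10. Enzyme: ASM from human placenta; substrate HMU-PC0, 9 uM final; 60 min, 37 °C. Compound preincubation 10 min, ambient temperature.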
Menin MLL FP TR – menin-MLL binding inhibition, Texas Red mutant peptide; Menin + Texas Red MLL mutant peptide, fluorescence polarization; hit rate 0.23% among 270,000; O00255; Potency, µM (titrated, usually from 61.6 µM), inactives show top-dose FP activity change, negative = inhibition, most hits filed as inhibitors; active means well fitted inhibition curve with a large enough effect in the polarisation, with a control signal flat, not every such curve was filed as active; inconclusive means small, poorly fitted or top-dose-only effect, or effect the other way, or a change in a side signal; inactive means no such curve, though single readings can be large or run the other way; the % refers to the polarisation; further: potency means the concentration at half of the fitted maximal effect; % of control where 0% means no effect; many of its hits are not listed in these tables
Starred values were filed as active, the others as inactive; ? = inconclusive; nt = no result given; [ ] = another dose, or the depositor's remark. Unless noted, the call rests on the fitted dose curve; in most records, active means well fitted curve in the direction sought with a large enough effect; inconclusive means small, poorly fitted or top-dose-only effect, or another doubt; inactive means no such curve, though single readings can be large; an effect the other way counts as inactive or inconclusive. Only part of the results is shown, so the mix of outcomes need not match the whole.

SMILES	PKM2 act	USP2a inh	Eya2 inh	MBNL1 CUG block	TSHR antagonist	hERG WT inh	Chronic BCR inh	GALK inhibitor	Mito fusion act	ASM inhibitor	Menin MLL FP TR
NC(=O)C1CCN(CC(O)COc2ccc(-c3ccccc3)cc2)CC1 (stereo not drawn)	5%	0%	-12%	-3%	-8	15	?	1%	-2%	0%	-17%
COc1cc(OC)cc(C(=O)NCCn2ccc3ccccc32)c1	-7%	0%	-6%	5%	8	1	?	2%	-1%	0%	1%[11.7 µM]
Cc1cc(C(=O)CSc2nnc(-c3cccs3)n2Cc2ccccc2)c(C)n1C	4%	-13%	0%	-6%	-6	-4	?	6%	6%	-1%	-27%
COc1cc2c(-c3ccc(O)cc3)nc3c(c(C)nn3-c3ccccc3)c2cc1OC	?	1%	-4%	nt	2	7	15%	0%	15%	246%[activator]	?
CCc1noc(C)c1C(=O)Oc1ccc(N(C)S(=O)(=O)c2ccc(C)c(C)c2)cc1	nt	1%	-21%	nt	-3	-5	26%	nt	-4%	4%	nt
CC(=O)Nc1ccccc1-c1nn[nH]n1	-2%	8%	24%	1%	3	-3	?	0%	0%	5%	-2%
CC(=O)c1nnn(-c2nc(N3CCCC3)nc(N(c3ccccc3)c3ccccc3)n2)c1C	1%	2%	18%	-2%	-4	-6	?	-5%	-2%	0%	-13%
Cc1noc(C)c1S(=O)(=O)N1CCC(C(=O)Nc2ccc(OC(F)(F)F)cc2)CC1	-12%	-1%	16%	-11%	12	-7	2%	3%	-1%	-1%	38%[activator]
CCOc1ccc(-c2nnc(N(CC)C(=O)C3CCC3)s2)cc1	5%	3%	-27%	1%	-32	1	-12%	-2%	22%	-12%	9%
NS(=O)(=O)c1ccc(NC(=O)CSc2nnc(NC3CC3)s2)cc1	nt	1%	-9%	nt	-1	8	6%	nt	-6%	1%	nt
CCCCc1ccc(/C(C)=N/NC(=O)C2CCCC2)cc1	0%	-1%	8%	-2%	-2	1	5%	3%	0%	0%	-7%
O=C(OCc1cc(-c2ccccc2)no1)c1ccc2ccccc2n1	0%	-2%	-35%	4%	27	-7	-1%	-4%	-2%	-14%	11%
CCOc1ccccc1C(=O)Nc1ccccc1C(N)=O	-26%	-1%	32%	-9%	21	14	-25%	0%	-5%	2%	11%
NS(=O)(=O)c1ccc(NC(=O)COC(=O)c2ncc(Cl)c(Cl)c2Cl)cc1	nt	4%	-28%	nt	-22	-1	8%	nt	nt	33%	nt
N#C/C(=C\c1cccnc1)C(=O)Nc1ccccc1	-6%	10%	0%	-6%	-2	-6	-2%	-2%	-1%	10%	-2%
Cc1cc(C(=O)NC2CCCc3c2cnn3-c2ccc(C)c(C)c2)n(C)n1 (stereo not drawn)	-3%	0%	-18%	3%	-39	6	-1%	-3%	-3%	-2%	nt
Cc1cc(NS(=O)(=O)c2ccc(NC(=O)c3ccc(Br)o3)cc2)nc(C)n1	-3%	-2%	1%	-21%	-7	1	-1%	3%	-4%	4%	-2%
Cn1c(-c2ccc(=O)[nH]c2)nc2ccccc21	0%	0%	5%	5%	6	-8	13%	3%	-2%	4%	0%
COc1cccc(NC(=O)c2csc3c2CCCC3)c1	-4%	0%	3%	4%	-4	-9	1%	-2%	-1%	-2%	66%[activator]
CC(C)Oc1ccc(CNC(=O)Cn2c(=O)c3cccn3c3cccnc32)cc1	nt	1%	7%	-1%	-7	-15	?	1%	0%	-2%	nt
CC(Sc1nnnn1-c1ccc(Cl)cc1)C(=O)NCC(=O)Nc1ccc(F)c(F)c1F (stereo not drawn)	-3%	1%	-2%	?	7	-6	?	1%	6%	-3%	-1%
O=C(Nc1cccnc1Cl)c1cc2ccccc2o1	nt	-1%	?	-2%	10	-11	?	0%	-6%	7%	-6%
COC(=O)C1=C(C)N(Cc2ccccc2)C(=O)N[C@H]1c1ccc(Br)cc1	15%[11.5 µM]	8%	-9%	-4%	3	-2	0%	0%	8%	-8%	-8%[11.7 µM]
Nc1nc2n(n1)C(c1c(F)cccc1Cl)CC(c1ccc(F)cc1)N2 (stereo not drawn)	-3%	3%	-7%	5%	-6	12	8%	1%	0%	0%	6%
Cc1cccc(N2C(=S)NC3c4ccccc4OC2(C)C3C(=O)N(C)C)c1 (stereo not drawn)	3%	1%	5%	-7%	14	20	13%	0%	2%	6%	-3%

The list goes on:
SMILES	PKM2 act	USP2a inh	Eya2 inh	MBNL1 CUG block	TSHR antagonist	hERG WT inh	Chronic BCR inh	GALK inhibitor	Mito fusion act	ASM inhibitor	Menin MLL FP TR
COc1ccc(-c2c(-c3cc(OC)cc(OC)c3)n(C)c3ccc(Br)cc23)cc1	nt	1%	-33%	nt	38	nt	4%	nt	2%	22%	nt
COc1cc2c(cc1OC)CN(C(=O)CN1CCN(S(=O)(=O)c3ccc(C)c(C)c3)CC1)CC2	nt	4%	-3%	0%	-14	-32	1%	-7%	2%	-2%	nt
CN(C)c1ccc(/C=C(\C#N)C(=O)NCc2ccco2)cc1	-10%	7%	-1%	nt	37	nt	7%	1%	7%	nt	?
CCCCNc1nc2c(c(=O)[nH]c(=O)n2C)n1CCOc1ccccc1	-6%	1%	6%	4%	-10	2	-2%	2%	1%	6%	2%[11.7 µM]
Cc1nn(C)cc1CN(C)C(=O)c1sc2cccc(Cl)c2c1Cl	1%	2%	12%	-9%	-13	10	-13%	9%	4%	-2%	-9%
CN1CCc2ccc(NC(=O)c3ccc(C(F)(F)F)cc3)cc2C1	0%	-1%	15%	17%	-7	18	-4%	2%	0%	-1%	1%
N#Cc1c(N)sc2c1CCN(C(=O)OCc1ccccc1)C2	-1%	1%	8%	0%	6	-6	?	-1%	8%	-1%	?
CN(C)c1cccc(C(=O)OCC(=O)NC(=O)NCc2ccccc2)c1	nt	1%	6%	nt	1	-4	0%	nt	nt	25%	nt
CCOC(=O)c1c(C)[nH]c(C)c1C(=O)COC(=O)CNC(=O)c1ccc(OCC)cc1	-3%	-1%	7%	-4%	-13	-1	?	0%	-1%	-1%	-1%
COc1ccccc1OCC(=O)N(Cc1nnc(-c2ccccc2Cl)o1)C1CC1	nt	2%	5%	nt	-8	1	?	nt	6%	-2%	nt
Cc1ccc(S(=O)(=O)N2CCN(C(=O)COC(=O)COc3cccc(C(F)(F)F)c3)CC2)c(C)c1	nt	0%	1%	nt	nt	-4	1%	nt	nt	-3%	nt
NS(=O)(=O)c1ccc(CNC(=O)Cc2c(F)cccc2Cl)cc1	-1%	0%	1%	-1%	9	-10	7%	3%	-1%	-1%	-23%
CC1(C)Oc2ccc(C(=O)NC3CCCCC3)cc2N(CC#N)C1=O	nt	-2%	-3%	1%	-7	-1	-8%	0%	11%	1%	9%
Cc1ccc(C(=O)N/N=C\C=C\c2ccc(Br)cc2)cn1	-2%	1%	?	?	1	nt	?	0%	4%	-3%	-1%
O=C(NNC(=O)c1ccccc1-c1ccccc1C(=O)O)c1ccccc1	2%	2%	1%	-5%	-4	-3	-1%	7%	3%	1%	8%
